Compound activity as filed in PubChem.
KCNH2 3.1 block – qHTS for Inhibitors of KCHN2 3.1: Mutant qHTS; Potassium voltage-gated channel subfamily H member 2, brain isoform KCNH2 3.1 (human); U2OS KCNH2 3.1, thallium flux FluxOr; hits give low values; activity change, % (tested at about 1.8 µM); 340,000 compounds, 0.95% hits;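 active = maximum activity change below -70%; inconclusive = maximum activity change from -70% to -50%; inactive = maximum activity change above -50%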;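 also: thallium influx rate constant from kinetic fluorescence after stimulation buffer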
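Kinetic fluorescence (2 min after stimulation buffer) measures Tl+ influx through KCNH2 3.1 expressed by viral transduction in U2OS cells; the rate constant is normalized against DMSO controls serving as positive and negative references.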
Giardia kill – Small Molecules that selectively kill Giardia lamblia: qHTS; Giardia lamblia trophozoite viability; activity change, % at 7.66 µM, hits read low; 340,000 compounds, 0.15% hits; AID 540267, 2011; in the data active = activity change below about -80%; inconclusive = between about -30% and that limit;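 also: parasites exposed to compound for two days anaerobically before the ATP read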
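Killing of trophozoites was scored by loss of ATP luminescence after a 48 hrs anaerobic exposure to compounds at 37 deg C, using 100 cells per well.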
BCR signal inh – qHTS Assay to Find Inhibitors of Chronic Active B-Cell Receptor Signaling | 340,000 compounds, 0.05% hits | Potency, µM (titrated, usually from 46.1 µM), for inactives: at the highest dose ratio change, negative = lower green/red ratio, usual class: inhibitors | ABC-DLBCL IkBa-CBG/CBR reporter, luminescence ratio, 4 h; active = well fitted inhibition curve with a large enough effect in the signal ratio, with a control signal flat, not every such curve was filed as active; inconclusive = small, poorly fitted or top-dose-only effect, or effect the other way, or a change in a side signal; the % refers to the signal ratio;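 also: potency is read from the fitted curve at half-maximal effect; plate controls were basal doxycycline-induced cells for no effect and cells given 10 µM MG132 for full effect; MG132 reads +100%, hits lower the ratio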
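Compounds up to 46 uM were incubated four hours with TMD8 cells whose green CBG68 luciferase is fused to IkappaBalpha; red CBR luminescence normalised the signal, and concentration-effect curves were fitted to fusion, red and ratio data.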
Eya2 inh – qHTS Assay for Inhibitors of the Phosphatase Activity of Eya2. recombinant Eya2, OMFP fluorescence dephosphorylation (OMFP is methylfluorescein phosphate). 330,000 compounds, 0.006% hits. Potency, µM (series often up to 76.9 µM), inactives show at the top dose activity, negative = inhibition, most hits filed as inhibitors; also: potency is read from the fitted curve at half-maximal effect
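Eya2 (0.2 uM) preincubated 10 min at ambient with compound, then OMFP substrate added at 50 uM; 10 min reaction in 50 mM HEPES pH 7.5, 50 mM NaCl, 5 uM MgCl2, 0.05% BSA, 1 mM DTT. Fluorescence read at Ex 485/Em 525 nm.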
FBPA coupling cs – qHTS Assay for Inhibitors of Fructose-1,6-bisphosphate Aldolase from Giardia Lamblia: Coupling assay counterscreen. coupling enzyme system counterscreen, AmpLite Red fluorescence. activity change, negative = inhibition, % at 58.2 µM, hits read low. 290,000 compounds, 0.67% hits. AID 2472, 2010; in the data active = activity change below about -30%
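Fluorescence at 525 nm excitation and 598 nm emission measured inhibition of the coupled detection system without aldolase. Compounds (at 57.5 uM final) were preincubated 10 min at room temperature with coupling enzyme reagent before a 20 min substrate/AmpLite Red step.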
GALK inh – qHTS Assay for Inhibitors of Human Galactokinase (GALK) | Purified GALK, Kinase-Glo residual ATP luminescence | 270,000 compounds, 0.007% hits | Potency, µM (doses to about 57.5 µM), for inactives: at the highest dose activity change, negative = inhibition, hits mostly inhibitors; also: potency is read from the fitted curve at half-maximal effect
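Luminescence from leftover ATP (Ultra-Glo luciferase/luciferin) served as read-out after a 1 h room-temperature reaction of 5 nM GALK with 35 uM ATP and 100 uM galactose.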
USP2a block – qHTS Assay for Inhibitors of Ubiquitin-specific Protease USP2a Using CHOP2 as the Reporter; Ubiquitin carboxyl-terminal hydrolase 2 (Homo sapiens), O75604; USP2 core, Ub-CHOP2 coupled fluorogenic reporter, 485/531; Potency, µM (doses to about 38.3 µM), for the others: at the highest dose activity change, negative = inhibition, most hits filed as inhibitors; 330,000 compounds, 0.01% hits; AID 463254, 2010;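 also: potency is read from the fitted curve at half-maximal effect; plate controls were DMSO wells for no effect and full inhibition by NEM control for full effect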
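Deubiquitinase activity read as fluorescence (485/531 nm) after Ub-CHOP2 cleavage activates the enterokinase reporter on its substrate; USP2 core 10nM, Ub-CHOP2 and substrate 25nM each, 30min compound preincubation then 60min RT; data normalized to NEM, curves fitted.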
B2AR arrestin – qHTS assay of beta-arrestin-biased ligands of beta2-adrenergic receptor; Beta-2 adrenergic receptor (Homo sapiens), P07550; beta-arrestin recruitment to beta2AR, cell-based reporter; Potency, µM (titrated, usually from 46.1 µM), inactives show top-dose activation, actives largely listed as activators; 330,000 compounds, 0.02% hits; AID 492947, 2010;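 also: potency is read from the fitted curve at half-maximal effect; 0% = DMSO controls and full agonism = EC100 isoproterenol or metaproterenol; nearly all actives have a fitted effect of over 65% in size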
Target sequence (P07550 whole entry, looked up): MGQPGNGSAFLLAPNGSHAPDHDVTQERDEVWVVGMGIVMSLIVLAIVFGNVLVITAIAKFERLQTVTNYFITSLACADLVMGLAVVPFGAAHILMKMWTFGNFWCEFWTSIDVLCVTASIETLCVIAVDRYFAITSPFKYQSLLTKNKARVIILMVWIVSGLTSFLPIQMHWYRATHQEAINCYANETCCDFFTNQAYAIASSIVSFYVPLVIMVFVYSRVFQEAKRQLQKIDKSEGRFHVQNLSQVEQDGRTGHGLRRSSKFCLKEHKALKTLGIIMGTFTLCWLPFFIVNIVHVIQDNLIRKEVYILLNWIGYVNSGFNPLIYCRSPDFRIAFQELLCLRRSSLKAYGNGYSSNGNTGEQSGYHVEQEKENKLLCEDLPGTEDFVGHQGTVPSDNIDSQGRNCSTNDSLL
KCNH2 WT inh – qHTS for Inhibitors of KCHN2 3.1: Wildtype qHTS; U2OS, BacMam KCNH2, thallium flux FluxOr; hits give low values; AID 720551, 2013; 340,000 compounds, 0.37% hits; activity change, % at 1.84 µM; Voltage-gated inwardly rectifying potassium channel KCNH2 (Homo sapiens), Q12809;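 active = maximum activity change below -70%; inconclusive = maximum activity change between -70% and -50%; inactive = maximum activity change above -50%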
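U2OS cells were transduced with wild-type KCNH2 virus (2.03 x 10^8 / mL) for 4 h at room temperature, then cultured overnight at 37 C. Thallium flux was read with FluxOr dye. Rate constants were normalized to DMSO controls.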
PKM2 activator – qHTS Assay for Activators of Human Muscle isoform 2 Pyruvate Kinase; purified PKM2, Kinase-Glo ATP luminescence, activation; response scale: 0% is enzyme alone, no compound; Potency, µM (titrated, usually from 57.5 µM), for the others: top-dose activation, usual class: activators; 260,000 compounds, 0.34% hits; AID 1631, 2009; also: potency is read from the fitted curve at half-maximal effect; nearly all actives have a fitted effect of over 55% in size
Target sequence (P14618 whole entry, looked up, canonical isoform): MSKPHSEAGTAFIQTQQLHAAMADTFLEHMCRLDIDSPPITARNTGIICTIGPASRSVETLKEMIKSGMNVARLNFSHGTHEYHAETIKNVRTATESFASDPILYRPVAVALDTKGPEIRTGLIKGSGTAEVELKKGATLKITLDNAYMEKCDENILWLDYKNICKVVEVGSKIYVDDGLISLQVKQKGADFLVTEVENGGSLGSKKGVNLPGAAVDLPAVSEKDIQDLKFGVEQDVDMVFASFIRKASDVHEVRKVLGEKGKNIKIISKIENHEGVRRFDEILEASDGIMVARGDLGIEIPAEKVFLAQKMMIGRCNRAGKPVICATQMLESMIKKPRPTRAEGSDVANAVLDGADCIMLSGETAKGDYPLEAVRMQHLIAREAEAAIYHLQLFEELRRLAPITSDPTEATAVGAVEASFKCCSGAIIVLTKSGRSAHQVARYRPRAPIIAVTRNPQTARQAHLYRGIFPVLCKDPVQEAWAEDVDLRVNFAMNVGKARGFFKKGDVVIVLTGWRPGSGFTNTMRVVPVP
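hPK-M2, >95% pure; 0.1 mM ADP / 0.5 mM PEP final; imidazole pH7.2 buffer w/ 7 mM MgCl2, 50 mM KCl; 1 h RT; Kinase-Glo lum. Intermediate enzyme activity for dual inhibitor/activator qHTS.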
uPA generation – qHTS for Inhibitors of Cell Surface uPA Generation. cell surface uPA generation assay, qHTS. Potency, µM (series often up to 38.3 µM), without a hit: at the highest dose activity change, negative = inhibition, hits mostly inhibitors. 330,000 compounds, 0.31% hits; active = well fitted inhibition curve with a large enough effect; inconclusive = small, poorly fitted or top-dose-only effect; inactive = no such curve, though single readings can be large or run the other way; tested in mouse RAW 264.7 cells; also: potency is read from the fitted curve at half-maximal effect; nearly all actives have a fitted effect of over 55% in size
Starred values were filed as active, the others as inactive; ? = inconclusive; . = no result given; & = joins results of further samples. Unless noted, calls follow the shape of the dose curve; as a rule, active = well fitted curve in the direction sought with a large enough effect; inconclusive = small, poorly fitted or top-dose-only effect, or another doubt; inactive = no such curve, though single readings can be large; an effect the other way counts as inactive or inconclusive. Unless noted, % is scaled to controls: 0 for no effect and ±100 for the full control effect.

Values run as follows: KCNH2 3.1 block	Giardia kill	BCR signal inh	Eya2 inh	FBPA coupling cs	GALK inh	USP2a block	B2AR arrestin	KCNH2 WT inh	PKM2 activator	uPA generation
#1 CC(=O)N(C1=C(Cl)C(=O)c2ccccc2C1=O)c1ccc(C(=O)O)cc1
    ?	8	?	9%	-85*	-15%	4%	-0.1%	5	.	3%
#2 Cn1c(=O)c2c(nc(N3CCN(c4ccccn4)CC3)n2Cc2ccc(Cl)cc2Cl)n(C)c1=O
    12	4	-23%	-10%	.	-1%	3%	-1.1%	1	2%	7%
#3 Cc1n[nH]c(C)c1CCc1nc2c3ccccc3nc(SCC(N)=O)n2n1
    11	0	-1%	24%	2	0%	2%	-0.1%	-8	-8%	-2%
#4 Cc1cccc(NCc2ccc(O)c3ncccc23)c1C
    9	-8	7%	13%	-3	-1%	-2%	-0.1%	9	-2%	-19%
#5 O=C(N/N=C\c1cn(-c2ccccc2)nc1-c1ccccc1)c1ccc2c(c1)OCO2
    -9	5	?	5%	0	2%	3%	-0.5%	2	-5%	5%
#6 Cc1cccc(/C=C2\CS/C(=C\c3cccc(C)c3)C2=O)c1
    -1	-23	11%	6%	1	2%	0%	-0.2%	2	0%	0%
#7 Cc1nc(SCC(=O)c2ccccc2)n[nH]1
    18	3	?	-1%	5	5%	3%	0.6%	1	-2%	-4%
#8 O=c1[nH]c(C2CCCN(S(=O)(=O)c3ccccc3)C2)nc2c1nnn2Cc1ccccc1Br (stereo not given)
    -15	21	?	-12%	0	-2%	-3%	-1.1%	15	.	?
#9 O=C(COC(=O)c1cccnc1Cl)Nc1cc(S(=O)(=O)N2CCOCC2)ccc1Cl
    0	14	-9%	-7%	.	.	0%	-0.2%	6	.	4%
#10 Cc1ccc(NC(=O)NC2CCCCC2)cc1S(=O)(=O)N1CCOCC1
    4	-15	-3%	1%	1	4%	2%	0.2%	-23	4%	-3%
#11 CCN(CC)c1ccc(NC(=O)CN2C(=O)NC3(CCc4ccccc43)C2=O)cc1 (stereo not given)
    -14	9	-2%	7%	.	.	-1%	-0.3%	-15	.	13%
#12 COc1ccc(C(=O)NCCCOC(C)C)cc1OC1CCN(C(C)=O)CC1
    -1	23	6%	1%	3	3%	0%	0.0%	12	3%	2%
#13 CCCCC1=CC2=C(c3ccco3)C(=O)C(C)(OC(=O)c3ccc(OC)cc3)C(=O)C2=CN1c1ccccc1 (stereo not given)
    6	10	15%	9%	1&-6	-7%	-10%	0.3%	5	?	-4%
#14 COCCCn1c(C)nnc1SCC(=O)NCc1ccco1
    -5	1	13%	-14%	0	-1%	2%	3.7%	-4	5%	2%
#15 CC1=C(C(=O)N2CCOCC2)C(c2ccc(Cl)cc2)NC(=S)N1 (stereo not given)
    -6	-1	?	-1%	3	2%	7%	14%	.	12%	4%
#16 S=C(Nc1ccc(Oc2ccccc2)cc1)NC1CCCCC1
    -11	-7	?	1%	6	-5%	1%	-0.4%	-31	-14%	0%
#17 CCOc1ccccc1NC(=O)COc1cccnc1[N+](=O)[O-]
    -10	-4	3%	-26%	.	.	0%	0.5%	15	.	-3%
#18 Cc1ccc(NC(=O)C2=COCCO2)cc1S(=O)(=O)N1CCOCC1
    -8	-3	-3%	-10%	.	.	-2%	0.0%	-1	.	-2%
#19 FC(F)(F)c1nnc2n1N=C(c1ccccc1)CS2
    -1	1	2%	10%	3	-4%	5%	0.3%	-10	.	-1%
#20 Cc1cc(Nc2ccc(F)c(F)c2)nc(-c2ccccc2O)n1
    4	4	-4%	-4%	1	-6%	-1%	-0.3%	23	2%	9%
#21 Cc1nn(-c2ccccc2)c(C)c1NC(=O)c1cccs1
    -2	-8	-8%	0%	5	0%	-2%	0.4%	-1	11%	7%
#22 CC1=C(C#N)C(=O)NC(=O)/C1=C\c1ccc(-c2ccc(C)cc2[N+](=O)[O-])o1
    -3	10	12%	-23%	-7	-5%	1%	0.4%	2	-4%	0%
#23 CCOCCCNC(=O)c1ccc2c(=O)n(Cc3ccc4c(c3)OCO4)c(=S)[nH]c2c1
    8	7	-1%	0%	0	-2%	-8%	0.1%	-7	9%	3%
#24 COc1cccc(Cn2c(=O)ccc3ccccc32)c1
    12	1	?	-3%	-2	-3%	0%	1.1%	.	5%	-16%
#25 Cn1ncc([N+](=O)[O-])c1C(=O)Nc1cccc(Cl)c1
    -14	-7	4%	-4%	-5	5%	-2%	0.4%	-1	-1%	?
#26 O=C(OCc1nnc(-c2ccccc2)o1)c1ccc(Br)o1
    2	-2	-2%	-8%	.	.	0%	-0.1%	-10	.	-1%
#27 Cc1ccc(N=Nc2c(N)nn3c(N)c(C#N)c(C)nc23)cc1
    -24	2	19%	-1%	1	0%	1%	-0.3%	-6	-1%	?
#28 CC(=O)c1cccc(NC(=O)NCc2ccco2)c1
    -5	10	2%	-8%	0	1%	1%	0.4%	-5	0%	.
#29 Cc1sc2nc(SCC(=O)Nc3ccccc3F)[nH]c(=O)c2c1C
    11	17	-11%	-14%	-1	-2%	-1%	-0.4%	-9	.	2%
#30 CN1CCN(CC(=O)Nc2nc(-c3c[nH]c4ccccc34)cs2)CC1
    -5	4	?	5%	-6	0%	9%	-0.3%	27	-1%	2%
#31 CCn1c(-c2cc(Br)cc(OC)c2O)nc2cc(S(=O)(=O)N(C)C)ccc21
    -4	4	0%	-7%	2	3%	0%	0.0%	-26	3%	.
#32 COc1ccc(Cl)cc1S(=O)(=O)N(C)CC(=O)N1CCOCC1
    2	-22	2%	-6%	1	-3%	2%	-0.3%	1	.	5%
#33 Cn1c(-c2ccc(F)c(F)c2)cc2onc(-c3ccccc3)c2c1=O
    12	19	?	6%	.	.	-1%	-0.1%	-3	.	-27%
#34 Cc1ccccc1CSCC(=O)Nc1ccccc1-c1ccccc1
    -17	13	10%	-5%	2	0%	0%	0.5%	3	6%	-4%
#35 S=C(c1ccc(Br)cc1)N1CCCC1
    -1	12	0%	-7%	0	0%	1%	0.3%	1	.	4%
#36 O=C(c1nnsc1S(=O)(=O)c1ccc(Cl)cc1)N1CCOCC1
    -1	24	?	24%	2	-3%	12%	0.1%	4	1%	-14%
#37 COc1ccccc1-c1noc(-c2cc(OC)c(OC)c(OC)c2)n1
    0	-2	?	-1%	1	2%	0%	-0.3%	-4	-3%	-4%
#38 COc1ccccc1CNC(=O)CSc1nc(-c2ccccc2)cn1N
    -14	-27	0%	-25%	-4	-4%	1%	-0.3%	-1	?	3%
#39 CC(C)C(=O)NC(c1ccc([N+](=O)[O-])cc1)c1c(O)ccc2ccccc12 (stereo not given)
    11	9	?	4%	-2	-1%	-7%	0.1%	4	-1%	.
#40 Cc1ncc([N+](=O)[O-])n1CC(=O)NC1CCCCCC1
    -1	3	6%	10%	3	5%	0%	-0.1%	-7	-1%	2%
#41 COc1cccc(C(=S)N2CCOCC2)c1OS(=O)(=O)c1ccc(Cl)cc1
    18	-7	-2%	2%	.	1%	-1%	0.1%	-4	-5%	0%
#42 O=C(/C=C/c1ccc[nH]1)c1ccccc1
    0	-10	?	-1%	-5	4%	1%	-0.1%	-1	0%	-10%
#43 CC(=O)Nc1ccc(-c2ccc(NC(C)=O)cc2)cc1
    -5	4	-15%	-20%	-2	0%	1%	-1.0%	2	-3%	2%
#44 O=C(Nc1ncccc1O)c1cccc(S(=O)(=O)NCc2ccccc2)c1
    -7	0	-5%	-12%	.	.	1%	-0.6%	-9	.	-5%
#45 O=C(Nc1ccccn1)C1CCCN1S(=O)(=O)c1ccc(Cl)cc1 (stereo not given)
    .	-13	4%	2%	.	-3%	-1%	-0.9%	36	-4%	5%
#46 Cc1ccc(N2C(=O)CC(N3CCN(C)CC3)C2=O)cc1 (stereo not given)
    .	.	-3%	0%	1	0%	3%	-0.1%	.	-2%	.
#47 N#CC(=C=[N-])c1nc2ccccc2nc1-[n+]1cccc(NC(=O)c2cccs2)c1
    1	-22	5%	16%	0	-1%	10%	5.9%	-1	1%	3%
#48 CC(=O)C(/C=N/c1cc(-c2ccc(C)cc2)nn1-c1ccccc1)=C(\C)O
    -1	5	1%	-5%	2	0%	2%	-2.3%	-14	-18%	-6%
